From PubChem BioAssay
AID inhibitor: blocks human AID cytidine deaminase activity; Q9GZX7; AID deamination FRET fluorescence, UDG-coupled, 4 h; Potency, µM (series often up to 115 µM), inactives show top-dose activity change, negative = inhibition, usual class: inhibitors; hit rate 0.32% among 91,000; AID 1347428; also: nearly all actives have a fitted effect of over 25% in size
Target sequence (Q9GZX7 whole entry, looked up): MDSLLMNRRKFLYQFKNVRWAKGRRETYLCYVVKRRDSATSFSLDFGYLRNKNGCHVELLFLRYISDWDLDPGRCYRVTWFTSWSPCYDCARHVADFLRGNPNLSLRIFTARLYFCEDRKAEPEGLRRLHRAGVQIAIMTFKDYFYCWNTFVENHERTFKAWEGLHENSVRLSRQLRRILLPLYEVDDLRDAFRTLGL
UDG counter: counter-screen for AID inhibitors: uracil-DNA glycosylase inhibition; FRET deamination/UDG coupled assay, UDG read, 4 h; Potency, µM (titrated, usually from 115 µM), inactives show at the top dose activity change, negative = inhibition, hits mostly inhibitors; hit rate 0.14% among 91,000; AID 1347430; also: nearly all actives have a fitted effect of over 65% in size
Starred values were filed as active, the others as inactive; ? = inconclusive; & = joins results of further samples; [ ] = another dose, or the depositor's remark. Calls follow the shape of the dose curve; as a rule, active = well fitted curve in the direction sought with a large enough effect; inconclusive = small, poorly fitted or top-dose-only effect, or another doubt; inactive = no such curve, though single readings can be large; an effect the other way counts as inactive or inconclusive. % is scaled to controls: 0 for no effect and ±100 for the full control effect; potency is read from the fitted curve at half-maximal effect. Some of the compounds tested; the hit share may differ from the screen's.

SMILES | AID inhibitor | UDG counter
CN(C)S(=O)(=O)c1ccc(N2CCOCC2)c(C(=O)N2CCCc3ccccc32)c1 | -3% | -5%
CCOC(=O)c1c(NC(=O)c2cc(OCC)c(OCC)c(OCC)c2)sc2c1CCCCC2 | 2% | -2%
c1ccc(-c2ccccn2)nc1 | 3% | 2%
CC(C)C(=O)Nc1ccc(NC(=O)c2nccnc2N)cc1 | -1% | -5%
Cc1ccc(NC(=O)c2c3c(nc4ccccc24)C(=O)N(C2CCCCC2)C3)cc1F | 2% | -19%
COc1ccccc1N1CCN(C(=O)CCS(=O)(=O)c2cc(Br)cc3c2N(C(=O)C2CC2)CC3)CC1 | -5% | 11%
Cn1c(=O)c2c(ncn2CC(=O)N(CCc2cccs2)Cc2cccs2)n(C)c1=O | -12% | 8%
CC1(C)CN=C(SCc2ccc(C#N)cc2)NC1 | 0% | 0%
COc1cccc(OC)c1C(=O)Nc1c(NC2CCCCC2)c2ccccc2oc1=O | -2% | 0%
CCn1nnc2cc(C(=O)Nc3ccc(C)cc3Br)ccc21 | 6% | 1%[57.5 µM]
NC(=S)Nc1ccc(S(N)(=O)=O)cc1 | 7% | 0%
CCc1ccc(NC(=O)CC2C(=O)N(c3ccc(OC)cc3)C(=O)N2Cc2cccs2)cc1 (centres undefined) | 6% | -1%[57.5 µM]
Cc1ccccc1CN(C)C(C(=O)NC1CC1)c1ccc(F)cc1 (centres undefined) | -8% | -2%
c1ccc(SCc2nnc3sc(-c4ccccn4)nn23)cc1 | -4% | 9%
CCc1ccc(CCC(=O)NC2CC3CCC2C3)cc1 (centres undefined) | 0% | 4%
C=CCSC1=N/C(=C\c2cccc(OC)c2)C(=O)S1 | 4% | 3%
CN(C)c1ccc([N+](=O)[O-])cc1 | 1% | -4%
COc1cc(NC(=O)c2ccc3ccccc3n2)cc(OC)c1OC | -14% | -4%
CCOC(=O)C12CCC(C(=O)O)(CC1)CC2 | 8% | -2%
CCCCN(Cc1cc2cc(C)ccc2[nH]c1=O)C(=O)c1cccc(Cl)c1 | 17% | -11%
Cc1ccc(Cl)c(OCC(=O)Nc2sc3c(c2C(=O)N2CCOCC2)CCCC3)c1 | -8% | 5%
CC(C)c1ccc(C2N=C(N)Nc3nc4ccccc4n32)cc1 (centres undefined) | -21%&0% | -12%&-9%
O=C(CCl)NCC12CC3CC(CC(C3)C1)C2 | -11% | -5%
CCCCn1c(=O)[nH]c(=O)c2c1nc(CSc1n[nH]c(C)n1)n2CC | 3% | 1%
COc1ccc2cc(C(=O)NC3CCN(C(C)=O)CC3)[nH]c2c1 | 6% | 3%
CCOc1ccc(C(=O)c2ccc(Cl)cc2)cc1 | 8% | 3%
Cc1ccc(C(=O)NCC(C)C)cc1N | 10% | 7%
CCN(CC)C(=O)c1sc(NC(C)=O)c(C#N)c1C | 1% | -2%
CC(OC(=O)c1cc(-c2ccc(F)cc2)nc2ccccc12)C(N)=O (centres undefined) | 2% | -1%
CC(C)COc1ccc(C(=O)Nc2nonc2-c2ccc(OC(C)C)cc2)cc1 | -5% | -5%

Part of the list above, in CSV form.
compound,AID inhibitor,UDG counter
CC(OC(=O)c1cc(-c2ccc(F)cc2)nc2ccccc12)C(N)=O (centres undefined),2%,-1%
CCCCn1c(=O)[nH]c(=O)c2c1nc(CSc1n[nH]c(C)n1)n2CC,3%,1%

Remaining list, next part.
SMILES | AID inhibitor | UDG counter
CCc1c(CN2CCN(c3cccc(C)c3)C(C)C2)csc1C (centres undefined) | 59%[activator] | 6%
O=C(CSc1nc2c([nH]c3ccccc32)c(=O)n1-c1ccccc1)c1ccccc1 | 10% | 4%[57.5 µM]
COc1ccccc1/C=C1\Oc2cc(OS(=O)(=O)c3ccccc3)ccc2C1=O | -17% | -11%
COc1ccc(NC(=O)COc2ccccc2Cl)c2cccnc12 | 7% | 9%
COc1ccc(C(=O)Nc2cnc3ccccn3c2=O)cc1 | -7% | -7%
CCOc1ccc(CNC(=O)c2ccc3nc(C(C)C)oc3c2)cc1 | 44%[activator] | -7%
Cc1ccc(Cn2c(C(=O)Nc3cccc(Cl)c3)cc3sccc32)cc1 | ? | -18%
COc1ccc(-c2nc(CCNC(=O)c3ccccc3)cs2)cc1OC | -12% | -3%[57.5 µM]
CC1CCCN(CCCNC(=O)Cn2ncc3c([nH]c4ccccc43)c2=O)C1 (centres undefined) | 39%[activator] | -10%[57.5 µM]
CCCCc1ccc(C(=O)Oc2ccc(C(C)=O)cc2)cc1 | 6% | -2%
CC(CCc1ccccc1)NC(=O)Cn1ncc2c3ccccc3n(Cc3ccc(F)cc3)c2c1=O (centres undefined) | 3% | 6%
CCc1ccc2oc(C(=O)NCC(c3ccc(OC)cc3)N3CCCCC3)c(C)c2c1 (centres undefined) | -27% | -15%
COc1ccc(Cl)cc1NC(=O)CN(C)C(=O)c1cc(=O)c2cc(C)ccc2o1 | -11% | -1%
CNC(=O)C1CCC(Cn2c(=O)c3sccc3n(Cc3cc(C)ccc3C)c2=O)CC1 (centres undefined) | 4% | 0%
CCSC1=N/C(=C\c2cccc3ccccc23)C(=O)S1 | -5% | -3%
Cc1ccc(C(C)C)c(OC2(c3ccccc3)OC(=O)c3ccccc32)c1 (centres undefined) | 4% | 6%
COc1ccc(OC)c(CCNC(=O)c2ccc(N3C(=O)CCS3(=O)=O)cc2)c1 | 0% | -1%
O=C(/C=C/c1ccc2ccccc2n1)NCc1ccccc1 | -8% | 4%
CCOc1ccc(NC(=O)CN(c2ccc(Cl)cc2C)S(=O)(=O)c2ccccc2)cc1 | ? | 89µM*
Cc1ccc(-n2ncc(C(=O)NCCN3CCc4ccccc4C3)c2C2CCN(C(=O)OC(C)(C)C)CC2)c(C)c1 | -2% | -16%
COCCn1c(SCc2ccc(Br)cc2)nnc1-c1cccc(C)c1 | -8% | 1%
COc1ccc(CNC(=O)Cn2ccc3cc(S(=O)(=O)N4CCCC4)ccc32)c(OC)c1 | -20% | -18%[57.5 µM]
COc1ccc(C(=O)NCCn2cc(SCC(=O)Nc3ccc(F)cc3)c3ccccc32)cc1 | ? | -10%
CN(C(=O)c1cn(C)c2ccccc12)C1CCS(=O)(=O)C1 (centres undefined) | -10% | -1%
Cc1ccc(NC(=O)C2CCN(C(=O)N3CCOc4ccccc43)CC2)c(Cl)c1 | -7% | 5%
CSc1nc2c(c(=O)[nH]1)C(c1cccc(F)c1F)CC(=O)N2 (centres undefined) | -8% | 7%
COc1ccc(-c2c(C)oc3cc(OS(C)(=O)=O)ccc3c2=O)cc1OC | -5% | -2%
Brc1ccc(OCCSc2nc3ccccc3o2)cc1 | -13% | -2%
CC(C)(C)OC(=O)N1CCC(c2c(C(=O)NCCN3CCOCC3)cnn2-c2ccc(F)cc2F)CC1 | 7% | 7%
CCC(=O)N1CCc2cc(S(=O)(=O)NC(C(=O)NCCc3ccc(Cl)cc3)C(C)C)ccc21 (centres undefined) | 21% | 8%
Cc1ccc(CCNC(=O)c2ccc(CS(=O)(=O)c3ccc(Cl)cc3)o2)cc1 | 3% | -16%[57.5 µM]
Cn1c(SCC(=O)NC2CC2)nnc1-c1ccc(Cl)cc1 | 0% | -12%
COc1ccc(C2CC(=O)Nc3c2c(=O)[nH]c2nc4ccccc4n32)cc1 (centres undefined) | 2%&-6% | -5%&5%
O=C(Nc1ccc2cc[nH]c2c1)C(=O)N1CCCC1 | 3% | -6%
Cc1cc(SCC(=O)NCc2ccc(Cl)cc2)nc(=O)[nH]1 | 16% | -14%
COC(=O)c1ccc(CNCc2ccccc2)o1 | -5% | -8%
COc1cc(CN(C(=O)c2ccc(C)cc2)C2CCS(=O)(=O)C2)cc(OC)c1OC (centres undefined) | 5% | 4%
CC(C)OCCCNC(=O)Cn1ccc2c(Cl)cccc21 | -3% | -1%
CCOc1ccc(S(=O)(=O)n2ccnc2C)cc1 | 10% | -2%
Cc1noc(C)c1S(=O)(=O)N(CC(=O)Nc1ccc(F)cc1F)c1ccc(C(C)C)cc1 | -15% | -3%

Already shown: an excerpt of the list.
SMILES | AID inhibitor | UDG counter
CCCCN(Cc1cc2cc(C)ccc2[nH]c1=O)C(=O)c1cccc(Cl)c1 | 17% | -11%
Cc1ccc(Cl)c(OCC(=O)Nc2sc3c(c2C(=O)N2CCOCC2)CCCC3)c1 | -8% | 5%
CC(C)c1ccc(C2N=C(N)Nc3nc4ccccc4n32)cc1 (centres undefined) | -21%&0% | -12%&-9%
O=C(CCl)NCC12CC3CC(CC(C3)C1)C2 | -11% | -5%
CCCCn1c(=O)[nH]c(=O)c2c1nc(CSc1n[nH]c(C)n1)n2CC | 3% | 1%
COc1ccc2cc(C(=O)NC3CCN(C(C)=O)CC3)[nH]c2c1 | 6% | 3%
CCOc1ccc(C(=O)c2ccc(Cl)cc2)cc1 | 8% | 3%
Cc1ccc(C(=O)NCC(C)C)cc1N | 10% | 7%
CCN(CC)C(=O)c1sc(NC(C)=O)c(C#N)c1C | 1% | -2%
CC(OC(=O)c1cc(-c2ccc(F)cc2)nc2ccccc12)C(N)=O (centres undefined) | 2% | -1%
CC(C)COc1ccc(C(=O)Nc2nonc2-c2ccc(OC(C)C)cc2)cc1 | -5% | -5%
CCc1c(CN2CCN(c3cccc(C)c3)C(C)C2)csc1C (centres undefined) | 59%[activator] | 6%
O=C(CSc1nc2c([nH]c3ccccc32)c(=O)n1-c1ccccc1)c1ccccc1 | 10% | 4%[57.5 µM]
COc1ccccc1/C=C1\Oc2cc(OS(=O)(=O)c3ccccc3)ccc2C1=O | -17% | -11%

New compounds follow:
SMILES | AID inhibitor | UDG counter
CC(SC1CCCC1)C(=O)Nc1cccc(Cl)c1Cl (centres undefined) | -2% | 7%
O=C(Nc1ccncc1Cl)C(Sc1ccccc1)c1ccccc1 (centres undefined) | -14% | -8%
Cc1ccc(S(=O)(=O)N2CCCC2c2nc3ccccc3[nH]2)cc1C (centres undefined) | 6% | 1%
CSc1ccc(C(C)NC(=O)c2ccc(F)cc2)cc1 (centres undefined) | -5% | -8%
CC(C)N(Cc1ccccc1)C(=O)COC(=O)c1nn(-c2ccccc2)c(=O)c2ccccc12 | -9% | -5%
O=C(NCc1cccc(Cl)c1)C1CCN(C(=O)c2sccc2-n2cccc2)CC1 | -16% | -7%
CC(C)CCNC(=O)c1ccc(CNC(N)=O)cc1 | -12% | -7%
O=C(c1ccc(Br)cc1)N(Cc1ccco1)c1ccccn1 | -2% | -4%
Cc1[nH]c2ccc(F)cc2c1C(=O)CCl | -17% | -3%
CCOc1ccc(-c2c(C)nn3c(C)c(C(=O)NCc4ccc(Cl)cc4)cnc23)cc1OCC | 8% | ?
CC1Sc2ccc(C(=O)NO)cc2NC1=O (centres undefined) | -2% | 1%
Cc1ccc(OC(=O)c2ccc(CSc3ccc(Cl)cc3)cc2)c(C(C)(C)C)c1 | -3% | 2%
CCCCn1c(=O)[nH]c(=O)c2c1nc(CSc1nnnn1C1CCCC1)n2CC | -2% | 4%
CSc1ccc(CCNC(=O)c2cnn(-c3ccccc3)c2-n2cccc2)cc1 | ? | -14%
CC(C)CCn1cnc2c1c(=O)n(CC(=O)Nc1cc(F)ccc1F)c(=O)n2Cc1ccccc1 | -3% | 0%
COc1ccc(CC(=O)N2CCc3cc(OC)c(OC)cc3C2COc2cc(C)cc(C)c2)cc1OC (centres undefined) | 167%[activator] | ?
Cc1cccc(CNC(=O)c2ccc(NC(=O)N3CCSc4ncccc43)cc2)c1 | 4% | -18%
O=S(Cc1ccccc1)Cc1cccc(Cl)c1 (centres undefined) | 3% | 1%
Cc1ccccc1NC(=O)C(C#N)=C1CCCCCC1 | 2% | 3%
CCN(CC)S(=O)(=O)c1ccc(NC(=O)c2nn(C)c3c2CSc2ccccc2-3)cc1 | -14% | -4%[57.5 µM]
Cn1c(C=O)ccc1-c1ccc(F)cc1 | 6% | -2%
Cc1cc(C(=O)NC(C)C23CC4CC(CC(C4)C2)C3)c(C)o1 (centres undefined) | -2% | 1%
NCC(c1cccs1)c1c[nH]c2ccccc12 (centres undefined) | -1% | 7%
COCc1cccc(C(=O)NC(C)c2ccc(F)c(F)c2)c1 (centres undefined) | -5% | 4%
COC(=O)Cc1c(C)c2ccc(OCC(=O)C(C)(C)C)c(C)c2oc1=O | -8% | -3%
O=S(=O)(Nc1cccc(-c2ccc(N3CCCC3)nn2)c1)c1ccc(F)cc1F | -5% | -8%
CCOC(=O)N1CCN(Cc2nc3c(c(=O)[nH]c(=O)n3C)n2Cc2c(F)cccc2Cl)CC1 | -17% | -9%
Cn1c(=O)n(Cc2c(F)cccc2Cl)c(=O)c2c1nc1n2CCN1c1ccc(F)cc1 | 5% | 12%
O=C(CSc1oc(-c2ccccc2)nc1S(=O)(=O)c1ccccc1)c1ccccc1 | -18% | -25%
COc1cccc(C2C(C(=O)Nc3ccccc3)=C(C)Nc3nc(-c4ccccc4)nn32)c1 (centres undefined) | 9% | -15%
COc1cc(OC)c(NS(=O)(=O)c2cc(C(=O)N3CCCCC3)ccc2C)cc1Cl | 1% | 6%
Cc1nnc(SCC(=O)N(C)CCOc2ccc(Cl)cc2)n1Cc1ccccc1 | -8% | -5%
Cc1ccc(C(=O)Nc2ccc(C(O)(C(F)(F)F)C(F)(F)F)cc2)cc1 | -5% | -6%
COC(=O)c1ccc2c(c1)CCN2 | 3% | 1%
Cc1ccc2c(c1)-c1nc(-c3ccc4c(c3)NC(=O)CO4)cc(-c3ccc(F)cc3)c1CO2 | ? | -1%
Cc1ccc(C(=O)C(C)OC(=O)CCc2c[nH]c3ccccc23)cc1 (centres undefined) | 2% | -2%
O=C(Cc1c[nH]c2ccccc12)N1CCN(C(=O)NCCc2ccccc2)CC1 | -2% | 0%
CC(=O)c1ccc(NC(=O)c2sc(-n3nc(C)c(Cc4ccc5c(c4)OCO5)c3C)nc2C)cc1 | ? | -14%
On1nnc2c1ccc1nnn(O)c12 | 23% | 1%
C=CCN1C(=O)COc2ccc(NC(=O)c3cc(=O)c4cc(C)cc(C)c4o3)cc21 | -7% | -10%
